ABCG2 inh = ABCG2 efflux pump inhibitors, primary screen, multiplex with ABCB1, IgMXP3 cells, flow cytometry; Broad substrate specificity ATP-binding cassette transporter ABCG2 (Homo sapiens), Q9UNQ0; JC-1 efflux; inhibition, % at 6.6 µM; actives 0.1% (n = 190,000);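 active = inhibition above 80%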;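 also: 0% = DMSO and 100% = nicardipine control wells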
Target sequence (Q9UNQ0 whole entry, looked up): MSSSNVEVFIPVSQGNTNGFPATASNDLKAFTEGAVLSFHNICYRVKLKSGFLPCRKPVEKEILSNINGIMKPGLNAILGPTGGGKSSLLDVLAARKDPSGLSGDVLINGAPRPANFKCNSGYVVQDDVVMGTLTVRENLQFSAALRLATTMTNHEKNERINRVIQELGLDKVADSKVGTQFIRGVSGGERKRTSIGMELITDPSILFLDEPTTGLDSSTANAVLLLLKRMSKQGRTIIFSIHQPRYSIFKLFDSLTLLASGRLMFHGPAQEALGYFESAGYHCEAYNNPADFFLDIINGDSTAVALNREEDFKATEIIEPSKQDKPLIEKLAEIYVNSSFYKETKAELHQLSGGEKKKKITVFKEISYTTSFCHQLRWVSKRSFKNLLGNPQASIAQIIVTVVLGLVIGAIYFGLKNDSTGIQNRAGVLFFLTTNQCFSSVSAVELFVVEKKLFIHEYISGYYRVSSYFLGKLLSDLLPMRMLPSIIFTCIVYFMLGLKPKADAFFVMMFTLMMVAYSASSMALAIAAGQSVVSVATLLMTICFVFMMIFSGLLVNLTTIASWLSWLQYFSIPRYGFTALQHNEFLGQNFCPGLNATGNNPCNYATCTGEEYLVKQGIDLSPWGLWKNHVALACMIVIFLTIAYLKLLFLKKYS
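material = IgMXP3 (ABCG2) plus far-red-tagged CCRF-Adr (ABCB1) cells | amount = 3 million cells/mL, equal mix of both lines | also added = JC-1 transporter substrate | dosing = one concentration, 6.6 µM final | schedule = 10 min at 25 °C | measured by = flow cytometric JC-1 green MFI at 530 nm | read-out basis = percent efflux inhibition, scaled nicardipine 100% to DMSO 0%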
Cdc42 wt GTP = modulators of GTP binding to wildtype Cdc42, primary screen, biochemical, multiplex bead flow cytometry, Bodipy-GTP; GST-Cdc42 beads; actives lie on both sides; Cell division control protein 42 homolog (Homo sapiens), P60953; percent activity (GTP binding), % at 10 µM; actives 0.2% (n = 190,000);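 active = percent activity GTP binding at least 20 points away from the 100% baseline, either down as inhibitor or up as activator; inconclusive = compound flagged as likely green fluorescent from well-wide comparison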;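 also: median bead fluorescence of bound Bodipy-FL-GTP at 100 nM; 0% = excess unlabeled GTP control and 100% = no compound control; below 100% means less GTP binding so inhibitor and above means activator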
Target sequence (P60953 whole entry, looked up): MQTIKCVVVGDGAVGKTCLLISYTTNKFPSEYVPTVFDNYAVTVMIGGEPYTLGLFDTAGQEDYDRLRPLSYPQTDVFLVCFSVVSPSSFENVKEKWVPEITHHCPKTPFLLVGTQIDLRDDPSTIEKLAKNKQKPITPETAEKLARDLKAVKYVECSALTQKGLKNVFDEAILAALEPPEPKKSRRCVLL
Avidin bead fluor = green autofluorescence of compounds with avidin beads – biophysical, 488/530 nm, flow cytometry, artefact control, profiling panel. actives 0.38% (n = 220,000). compound fluorescence 488/530 nm; active compounds read high. fluorescence (KMESF) at 10 µM; in the data active = fluorescence above about 47; also: inactives centre near 10
ABCB1 inh = ABCB1 efflux pump inhibitors, primary screen, cell-based, multiplex, flow cytometry, ABCG2 counter-screen; CCRF-Adr cells, JC-1 efflux; inhibition, % at 6.6 µM; actives 0.067% (n = 190,000); AID 1326, 2008; in the data active = inhibition above about 40%;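 also: 0% = vehicle and 100% = reference inhibitor; higher value means more JC-1 retained so stronger ABCB1 efflux block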
Rac1 act GTP bind = GTP binding modulators of activated mutant Rac1, primary screen, biochemical, bead-based flow cytometry, multiplex, fluorescent GTP. Ras-related C3 botulinum toxin substrate 1 (Homo sapiens), P63000. AID 764, 2007. actives 0.11% (n = 190,000). percent activity (GTP binding), % at 10 µM. GST-Rac1 activated beads; actives lie on both sides; 100% means binding = to untreated wells;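 active = GTP binding at least 20 percentage points away from the 100% baseline, in either direction, so actives lie on both sides; inconclusive = Compound likely fluorescent itself, or too few beads counted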
Rab7 wt modul = modulators of GTP binding to Rab7, primary screen, biochemical, wildtype, multiplex bead flow cytometry | GST-Rab7 beads, fluorescent GTP binding; actives lie on both sides; untreated = 100%, excess cold GTP = 0% | Rab7 GTPase wild type (dog), Bodipy-FL-GTP binding | GTP binding activity (percent of control), % at 10 µM | AID 758, 2007 | actives 0.055% (n = 190,000);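 active = fluorescent GTP binding to Rab7 beads changed by at least 20 points from the 100% baseline, either direction, mostly lower; inconclusive = compound itself probably fluorescent, or too few beads counted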;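 also: median green fluorescence of bound Bodipy-FL-GTP per Rab7 bead population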
HRas wt GTP = modulators of GTP binding to HRas wildtype, primary screen, biochemical, bead-based flow cytometry, multiplex; GTPase HRas (Homo sapiens), P01112; GST-Ras wt beads, Bodipy-FL-GTP binding; actives lie on both sides; GTP binding activity, % at 10 µM; actives 0.14% (n = 190,000); AID 759, 2007;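 active = GTP binding activity at least 20% away from the 100% baseline, either lowered as inhibitor or raised as activator; inconclusive = flagged as likely green fluorescent, judged across all proteins in the well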;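 also: 0% = unlabeled GTP competition control and 100% = no-compound control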
Target sequence (P01112 whole entry, looked up): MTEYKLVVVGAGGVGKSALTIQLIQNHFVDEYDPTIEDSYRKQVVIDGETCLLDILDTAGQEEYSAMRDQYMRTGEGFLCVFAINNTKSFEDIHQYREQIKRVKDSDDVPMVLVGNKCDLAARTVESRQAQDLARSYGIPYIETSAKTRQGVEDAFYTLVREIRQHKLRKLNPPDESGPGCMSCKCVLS
Rac1 wt modul = wildtype Rac1 GTP binding modulators, primary screen, biochemical, GST-Rac1 beads, flow cytometry, multiplex; Ras-related C3 botulinum toxin substrate 1 (Homo sapiens), P63000; fluorescent GTP binding; actives lie on both sides; 0 = cold GTP competed, 100 = untreated; GTP binding activity (% of control), % at 10 µM; actives 0.27% (n = 190,000); AID 757, 2007;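 active = GTP binding activity at least 20 points away from the 100% control level, either lower or higher; inconclusive = compound flagged as likely green fluorescent, judged across all proteins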
Rab2A wt mod = modulators of GTP binding to Rab2A wildtype, primary screen, biochemical, dog, bead-based flow cytometry, multiplex | Ras-related protein Rab-2A (Canis lupus familiaris), P61105 | GTP binding activity, % at 10 µM | GST-Rab2 wt beads, Bodipy-GTP binding | actives 0.19% (n = 190,000);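 active = GTP binding activity at least 20 points away from 100%, either lowered or raised; inconclusive = signal likely due to the compound's own green fluorescence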;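 also: 0% = beads with excess unlabeled GTP and 100% = no-compound control corrected for plate trend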
GSH fluor = compound fluorescence on glutathione beads, profiling panel, artefact control, biophysical, 488/530 nm, flow cytometry. actives 0.25% (n = 190,000). fluorescence (KMESF) at 10 µM. GSH beads flow cytometry, compound fluorescence 488/530 nm; active compounds read high; in the data active = fluorescence above about 89;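 also: glutathione beads carrying GST-tagged Bcl family fusion proteins plus one bare bead set; values are compound well signal with DMSO vehicle wells as background; inactives centre near 16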
Pf gamet viab = late stage P. falciparum gametocyte viability inhibitors, primary screen, ATP luminescence, HTS; inhibition, % at 10.9 µM; P. falciparum stage V gametocytes, 24 h; actives 0.065% (n = 150,000);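 active = inhibition above the mean plus 3 SD of compounds within the control limits, set per campaign, cut at about 38% in these data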;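 also: 0% = DMSO wells and 100% = medium only without gametocytes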
The depositor's hits bear a star; ? = inconclusive; . = not tested or not shown.

nr	SMILES	ABCG2 inh	Cdc42 wt GTP	Avidin bead fluor	ABCB1 inh	Rac1 act GTP bind	Rab7 wt modul
1	CCCN1CCN(CCCNC(=O)Cn2nc(-c3ccc(Cl)cc3)ccc2=O)CC1	3	102	7	0.3	100	101
2	COc1ccc(CN2CCC(N3CCC(C(=O)N4CCOCC4)CC3)CC2)c(F)c1	3	94	9	0.8	96	92
3	Cc1ncoc1C(=O)N1CCCC(CCC(=O)NCc2ccc(F)c(F)c2)C1 (stereo not given)	1	96	11	0.1	96	101
4	Cc1ccc(CSc2nnc(-c3ccncc3)n2CC2CCCO2)cc1 (stereo not given)	2	103	29	0.9	102	100
5	CN1CCN(C(=O)/C(=C/c2ccccc2)c2ccccc2)CC1	0	100	4	0.4	99	95
6	c1csc(-c2noc(COc3ccc4c(c3)CCCC4)n2)c1	5	95	12	0.1	93	101
7	Cc1ccc2oc(=O)c3cnn(CC(=O)NC4CCCCC4C)c3c2c1 (stereo not given)	0	99	9	-0.7	101	96
8	Cc1cc(C(=O)COC(=O)CCC(=O)c2ccc3c(c2)OCCO3)c(C)n1Cc1ccco1	1	?	7	0.2	?	?
9	CCCOc1ccc(C(=O)NCCC(=O)NCCCC(=O)OCC)cc1	17	100	8	1.1	96	98
10	Cc1c(NC(=O)NCCN2C(=O)C3C4C=CC(C4)C3C2=O)c(=O)n(-c2ccccc2)n1C (stereo not given)	1	100	5	0.2	98	98

nr	HRas wt GTP	Rac1 wt modul	Rab2A wt mod	GSH fluor	Pf gamet viab
1	100	102	102	37	-3
2	97	97	98	8	-3
3	101	99	99	14	-5
4	102	103	99	7	.
5	99	99	97	17	6
6	101	101	99	37	.
7	98	103	98	19	.
8	?	?	?	15	-12
9	98	102	98	32	.
10	99	103	99	26	.

Brought forward from above: 2 compounds; new compounds follow.
nr	SMILES	ABCG2 inh	Cdc42 wt GTP	Avidin bead fluor	ABCB1 inh	Rac1 act GTP bind	Rab7 wt modul
9	CCCOc1ccc(C(=O)NCCC(=O)NCCCC(=O)OCC)cc1	17	100	8	1.1	96	98
10	Cc1c(NC(=O)NCCN2C(=O)C3C4C=CC(C4)C3C2=O)c(=O)n(-c2ccccc2)n1C (stereo not given)	1	100	5	0.2	98	98
11	O=[N+]([O-])c1ccc(Nc2nc(NCCO)nc(N3CCCC3)n2)cc1	0	91	7	-0.6	92	98
12	O=C(OCN1C(=O)c2ccccc2C1=O)c1ccco1	7	101	33	1.0	99	99
13	CN(C)CCN(C(=O)c1ccc(N2C(=O)CCC2=O)cc1)c1nc2cc3c(cc2s1)OCCO3	8	96	7	1.3	98	101
14	COC(=O)CC1SC(=O)NC1=Nc1ccccc1 (stereo not given)	2	102	13	2.1	101	100
15	NC(=O)c1oc2ccccc2c1NC(=O)CN1CCCCC1	7	101	31	1.4	96	98
16	O=C(c1ccncc1)N(Cc1ccccc1)Cc1nc2ccccc2c(=O)[nH]1	2	100	14	1.2	98	97
17	Cc1cccn2c(=O)c3cc(C(=O)N4COCC4(C)C)n(C)c3nc12	4	110	19	1.1	102	108
18	COC(=O)Nc1nn(Cc2ccccc2F)cc1Br	5	105	11	0.7	101	100
19	NC(=O)C1CCN(C(=O)CCc2nc3ccccc3c(=O)[nH]2)CC1	3	98	31	1.1	95	97
20	NC(=O)c1cc(C(=O)c2cccc(Cl)c2Cl)c[nH]1	4	100	6	1.2	97	102

nr	HRas wt GTP	Rac1 wt modul	Rab2A wt mod	GSH fluor	Pf gamet viab
9	98	102	98	32	.
10	99	103	99	26	.
11	92	89	92	8	1
12	100	101	103	28	.
13	97	98	98	21	-24
14	100	101	99	28	23
15	99	97	99	16	.
16	99	101	100	12	.
17	111	108	110	23	-7
18	100	108	99	33	.
19	100	95	97	19	.
20	99	98	99	16	1

Next results.
nr	SMILES	ABCG2 inh	Cdc42 wt GTP	Avidin bead fluor	ABCB1 inh	Rac1 act GTP bind	Rab7 wt modul
21	CCCC(=O)N(c1ccc2oc(=O)sc2c1)S(=O)(=O)c1cccs1	1	102	11	1.3	100	104
22	NC(=O)Cn1c(=O)oc2ccccc21	2	99	7	0.4	98	102
23	Cc1occc1C(=O)NNC(=O)c1ccc(Br)o1	0	98	9	-0.2	95	104
24	CCOC(=O)CN1C(c2ccc(O)cc2)Nc2ccc(Br)cc2C1c1ccccc1 (stereo not given)	4	100	2	1.2	99	99
25	CCCC(C)NC(=S)NC(=O)c1cc(S(=O)(=O)N2CCOCC2)ccc1C (stereo not given)	-3	100	5	-0.6	100	101
26	O=C(CCCNS(=O)(=O)c1cccs1)N1CCN(c2cccc(Cl)c2)CC1	47	101	25	1.1	100	97
27	N#Cc1ccc(NC(=S)NC(=O)CCc2ccc(S(=O)(=O)N3CCOCC3)cc2)cc1	0	96	8	-0.1	94	99
28	O=C(CNC(=S)N(Cc1ccccc1)Cc1cccnc1)NC1CC1	1	99	7	0.3	99	102
29	CNC(=S)N(Cc1ccc2c(c1)OCO2)C1CC(=O)N(c2ccc(F)cc2)C1=O (stereo not given)	3	97	5	0.6	96	101
30	O=C(c1cc(-c2ccccc2)nc2ccccc12)N1CCOCC1	3	97	.	1.0	100	98

nr	HRas wt GTP	Rac1 wt modul	Rab2A wt mod	GSH fluor	Pf gamet viab
21	102	106	100	27	-21
22	99	102	97	47	6
23	97	93	99	14	5
24	103	104	102	5	-12
25	100	105	100	7	.
26	99	103	100	28	-5
27	96	96	97	16	-3
28	101	103	100	13	.
29	97	102	99	15	-7
30	97	97	97	9	.

Following part
nr	SMILES	ABCG2 inh	Cdc42 wt GTP	Avidin bead fluor	ABCB1 inh	Rac1 act GTP bind	Rab7 wt modul
31	O=C(Nc1ccccc1C(=O)NC1CCCC1)NC1CCCC1	1	99	8	0.1	98	96
32	CCOC(=O)c1cc(-c2ccc3c(c2)OCO3)nc2onc(C)c12	15	94	27	1.0	94	94
33	CCOC(=O)N1CCN(CC(O)COCc2cc(OC)c(OC)c(OC)c2)CC1 (stereo not given)	0	101	8	-0.1	100	105
34	COc1ccc(N/C=C\C(=O)c2ccc3c(c2)OCO3)cc1	4	96	8	0.5	98	97
35	COc1ccc2oc3cc(C)[n+]([O-])c(-c4ccc(Br)cc4)c3c2c1	39	102	10	0.5	99	100
36	Cc1cc2cc(C)c(NCCNC(=O)c3cccc(F)c3)nc2cc1C	16	95	11	0.4	93	95
37	Cc1ccc2nc(SCC(=O)O)nc(C)c2c1	9	103	31	-0.5	103	101
38	CSc1oc(-c2ccco2)nc1S(=O)(=O)c1ccccc1	0	92	4	0.1	95	96
39	CC1(C)CC(=O)N(CC(=O)O)c2ccccc2S1(=O)=O	1	101	9	0.0	103	101
40	O=C(CCNC(=O)c1ccc(Br)o1)NCc1ccccn1	-1	105	21	-0.1	103	101

nr	HRas wt GTP	Rac1 wt modul	Rab2A wt mod	GSH fluor	Pf gamet viab
31	100	99	98	54	27
32	94	98	94	23	-4
33	100	102	103	9	.
34	99	104	100	39	.
35	99	102	98	11	-1
36	96	95	95	10	-9
37	99	103	102	23	.
38	95	96	94	27	.
39	101	107	103	23	.
40	103	103	99	9	.

(list continues)
nr	SMILES	ABCG2 inh	Cdc42 wt GTP	Avidin bead fluor	ABCB1 inh	Rac1 act GTP bind	Rab7 wt modul
41	Cc1ccc(C2CC(c3cccs3)=NN2C(=O)CSc2nc3ccccc3o2)cc1 (stereo not given)	6	102	12	0.7	100	100
42	CCOc1cc(NC(=S)NC)c(OCC)cc1NC(=O)c1ccc(OC)cc1	10	99	13	0.9	96	96
43	COc1ccc(NC2CC(=O)N(c3ccccc3)C2=O)cc1 (stereo not given)	2	102	10	0.3	101	96
44	CCCC(=O)Nc1sc(C)c(C)c1C(=O)Nc1cccc(C)c1	21	99	10	1.5	93	95
45	COC(=O)c1sccc1NC(=O)c1cc(-c2ccc(C)cc2C)nc2ccccc12	30	102	12	4.1	96	101
46	Cc1ccccc1NC(=O)NCCc1nc2ccccc2[nH]1	0	97	4	-0.3	96	94
47	COc1ccc(CNC(=O)c2cnc3scc(C)n3c2=O)cc1	4	103	38	0.3	99	102
48	O=C1NC(=Nc2ccccc2)S/C1=C\C=C\c1ccco1	-1	93	7	-0.3	95	96
49	CCOC(=O)c1c(C)n(CCNC(C)=O)c2ccc(O)cc12	41	99	9	0.9	99	98
50	O=C(CCc1n[nH]c(=O)[nH]c1=O)N1CCCCC1	3	98	4	0.6	98	99

nr	HRas wt GTP	Rac1 wt modul	Rab2A wt mod	GSH fluor	Pf gamet viab
41	102	105	102	14	.
42	97	99	97	1	-3
43	101	106	99	7	-2
44	95	94	94	33	8
45	100	101	101	24	8
46	96	98	95	4	17
47	101	103	100	14	.
48	96	97	96	18	-2
49	100	104	100	24	.
50	97	98	100	20	.

The listing continues.
nr	SMILES	ABCG2 inh	Cdc42 wt GTP	Avidin bead fluor	ABCB1 inh	Rac1 act GTP bind	Rab7 wt modul
51	CCn1c2ccccc2c2nnc(SCCCn3c(=O)[nH]c4ccccc43)nc21	14	103	11	4.7	101	106
52	O=C1CC(N2CCC(c3nc4ccccc4[nH]3)CC2)C(=O)N1c1ccccc1F (stereo not given)	9	99	10	-0.3	98	103
53	COc1cc2c(C(=O)N3CCN(Cc4ccc5c(c4)OCO5)CC3)cn(C)c(=O)c2cc1OC	1	101	7	0.7	99	103
54	O=S1(=O)CC/C(=N\Nc2ccc(F)cc2)c2ccsc21	0	92	25	-0.2	95	101
55	Cn1c(C(=O)NCc2cccnc2)cc2sc(Cl)cc21	37	102	14	1.6	102	98

nr	HRas wt GTP	Rac1 wt modul	Rab2A wt mod	GSH fluor	Pf gamet viab
51	104	111	100	32	.
52	102	110	99	18	25
53	101	101	101	37	.
54	98	92	96	11	-4
55	99	103	100	31	.
